Screens: PubChem, National Center for Advancing Translational Sciences (NCATS)
Pol kappa inh: DNA polymerase kappa (human) inhibition; purified Pol kappa, fluorescent DNA synthesis assay, 10 min; hit rate 0.53% among 400,000; AID 588579; Potency, µM (titrated, usually from 107 µM), without a hit: top-dose activity, negative = inhibition, most hits filed as inhibitors; note: potency is the fitted concentration of half-maximal effect; % is set by controls: 0 for no effect and ±100 for the full control effect
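Enzyme at 10 nM met test compounds for 15 min at room temperature. Substrate addition (50 nM final) began the reaction, which was monitored by fluorescence at 0 and 10 min.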
TRHR agonist: activates the human TRH receptor | P34981 | TRHR cells, calcium flux fluo-8, FDSS agonist mode | activation, % at 2 µM | hit rate 0.18% among 360,000 | AID 493084; in the data active = activation above about 30%; note: 0% is about no effect
Target sequence (P34981 whole entry, looked up): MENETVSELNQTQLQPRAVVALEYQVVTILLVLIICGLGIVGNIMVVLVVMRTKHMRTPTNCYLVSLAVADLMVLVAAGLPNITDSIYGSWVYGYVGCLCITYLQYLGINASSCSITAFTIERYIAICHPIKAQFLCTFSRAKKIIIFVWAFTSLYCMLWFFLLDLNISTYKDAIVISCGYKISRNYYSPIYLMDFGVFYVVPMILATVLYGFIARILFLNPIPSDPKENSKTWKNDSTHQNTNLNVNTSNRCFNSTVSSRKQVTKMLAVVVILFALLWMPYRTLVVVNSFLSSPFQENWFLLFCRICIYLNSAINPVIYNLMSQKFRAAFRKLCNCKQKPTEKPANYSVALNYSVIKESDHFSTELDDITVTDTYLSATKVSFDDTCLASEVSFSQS
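Fluo-8-loaded TRHR cells; 10 s baseline, compound added, kinetic Ca2+ fluorescence read 1/s, agonist mode.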
ERG-DNA inh: ERG Ets/DNA interaction inhibition | hit rate 0.028% among 370,000 | P11308 | Potency, µM (titrated, usually from 76.9 µM), without a hit: at the top dose FP activity, negative = inhibition, most hits filed as inhibitors | fluorescence polarization, His-ERG Ets domain / labelled DNA; active = well fitted inhibition curve with a large enough effect in the polarisation, with a control signal flat; inconclusive = small, poorly fitted or top-dose-only effect, or effect the other way, or a change in a side signal; inactive = no such curve, though single readings can be large or run the other way; the % refers to the polarisation;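 note: polarization taken with two DNA probes labelled with fluorescein and Texas red; potency is the fitted concentration of half-maximal effect; % of control where 0% means no effect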
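His-tagged ERG Ets domain (1 uM in the protein solution; 300mM KCl, 50mM Tris-HCl, 1mM EDTA, 1mM DTT, pH 7.5) received compound, then a probe mix of 5 nM fluorescein-DNA and 100nM Texas-615-DNA. Fluorescence polarization was read for both dyes.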
Apoferritin bind: binds horse apoferritin like a general anesthetic. P02791. apoferritin/1-aminoanthracene competitive binding, fluorescence. AID 485281. hit rate 0.074% among 350,000. Potency, µM (doses to about 77.5 µM), inactives show at the highest dose activity change, negative = displacement, actives largely listed as inhibitors; note: potency is the fitted concentration of half-maximal effect; % is set by controls: 0 for no effect and ±100 for the full control effect; nearly all actives have a fitted effect of over 20% in size
Target sequence (P02791 2-175 limits assumed): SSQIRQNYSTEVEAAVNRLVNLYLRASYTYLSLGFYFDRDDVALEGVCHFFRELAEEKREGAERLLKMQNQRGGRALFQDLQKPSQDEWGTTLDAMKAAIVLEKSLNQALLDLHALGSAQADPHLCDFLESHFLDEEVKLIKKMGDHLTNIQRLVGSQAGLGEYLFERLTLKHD
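Apoferritin-based anesthetic binding model; compound displacement of fluorescent 1-AMA measured as endpoint fluorescence after 10 minutes at room temperature, scaled to free-ligand and complex controls.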
APE1 inh: inhibitors of human APE1 endonuclease; P27695; Potency, µM (highest dose often 65.8 µM), inactives show top-dose activity change, negative = inhibition, hits mostly inhibitors; recombinant APE1, TAMRA/BHQ-2 abasic DNA cleavage fluorescence; hit rate 0.35% among 350,000;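 note: potency is the fitted concentration of half-maximal effect; plate controls were vehicle for no effect and reference inhibitor for full effect; nearly all actives have a fitted effect of over 55% in size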
Target sequence (P27695 whole entry, looked up): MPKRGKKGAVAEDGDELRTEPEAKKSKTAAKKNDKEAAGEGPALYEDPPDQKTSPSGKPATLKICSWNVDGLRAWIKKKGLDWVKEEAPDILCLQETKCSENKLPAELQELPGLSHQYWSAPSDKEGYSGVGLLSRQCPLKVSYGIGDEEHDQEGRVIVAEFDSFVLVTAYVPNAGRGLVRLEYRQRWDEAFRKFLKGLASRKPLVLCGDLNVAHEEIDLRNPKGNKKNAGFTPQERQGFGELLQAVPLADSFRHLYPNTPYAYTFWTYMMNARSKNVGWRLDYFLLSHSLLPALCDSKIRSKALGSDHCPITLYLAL
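Quantitative HTS: incision of a TAMRA/BHQ-2 double-stranded substrate bearing a tetrahydrofuran abasic site by 0.75 nM APE1 raises fluorescence. Substrate 50 nM final, added after 15 min compound preincubation at room temperature; progress as third-minus-first kinetic read difference.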
Pol iota inh: blocks human DNA polymerase iota activity; Pol iota fluorescent replication assay, 10 min; Potency, µM (doses to about 115 µM), for inactives: top-dose activity, negative = inhibition, most hits filed as inhibitors; hit rate 1% among 390,000; AID 588590; note: potency is the fitted concentration of half-maximal effect
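Fluorescent replication assay read twice, at 0 min and 10 min after adding 50 nM (final) substrate. Enzyme (10 nM) and compounds were first incubated 15 min at room temperature; enzyme-free buffer wells were negative controls.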
POLB inh: DNA polymerase beta (human) inhibition; Potency, µM (doses to about 114 µM), for inactives: at the top dose activity change, negative = inhibition, most hits filed as inhibitors; hit rate 1.3% among 340,000; Pol beta primer extension/strand displacement, fluorescence kinetic; note: potency is the fitted concentration of half-maximal effect; % is set by controls: 0 for no effect and ±100 for the full control effect
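10 nM enzyme + cpd, 15 min RT; start with substrate 50 nM final; read 0 min and after 10 min RT. Corrected, normalized data; 4-parameter Hill curve fit.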
12-LOX inh: inhibitors of human 12S-lipoxygenase ALOX12; P18054; purified 12hLO, xylenol orange hydroperoxide absorbance; Potency, µM (series often up to 108 µM), for inactives: at the top dose activity change, negative = inhibition, usual class: inhibitors; hit rate 1.1% among 580,000; AID 1671190; note: potency is the fitted concentration of half-maximal effect; % is set by controls: 0 for no effect and ±100 for the full control effect
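Purified human 12hLO at 150 nM in 25 mM Hepes, 0.01% Triton X-100, pH 7.0, preincubated 15 min at room temperature with compound. Reaction started with 40 uM arachidonic acid, 30 min at room temperature. Hydroperoxide measured by Fe-xylenol orange, 573/405 nm absorbance ratio.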
BLM helicase inh: blocks DNA unwinding by human BLM helicase | P54132 | recombinant BLM DNA unwinding, fluorescence dequenching | Potency, µM (doses to about 56.1 µM), inactives show at the highest dose activity change, negative = inhibition, usual class: inhibitors | hit rate 0.2% among 350,000 | AID 2528;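 note: potency is the fitted concentration of half-maximal effect; plate controls were vehicle for no effect and no enzyme for full effect; nearly all actives have a fitted effect of over 35% in size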
Starred values were filed as active, the others as inactive; i = inactive; ? = inconclusive; nt = no result given; & = joins results of further samples; [ ] = dose if it differs, or a comment. Unless noted, calls come from the whole dose curve; as a rule, active = well fitted curve in the direction sought with a large enough effect; inconclusive = small, poorly fitted or top-dose-only effect, or another doubt; inactive = no such curve, though single readings can be large; an effect the other way counts as inactive or inconclusive. Some of the compounds tested, so the mix of outcomes need not match the whole.

Sample of the layout, two compounds:
SMILES	Pol kappa inh	TRHR agonist	ERG-DNA inh	Apoferritin bind	APE1 inh	Pol iota inh	POLB inh	12-LOX inh	BLM helicase inh
O=C(Nc1ccc(N2CCCCC2)cc1)c1cccnc1Cl	7.3%	-0.1	-2.8%	?	8.9%	8.6%	6.0%	-28.6%	-6.1%
FC(F)(F)c1cccc(Cc2noc(CN3CCCC(CN4CCCC4)C3)n2)c1 (stereo not drawn)	5.6%	-0.3	0.5%	-22.2%	5.2%	38.4%[activator]	15.3%	5.6%	-1.0%

The listing (from the top)
SMILES	Pol kappa inh	TRHR agonist	ERG-DNA inh	Apoferritin bind	APE1 inh	Pol iota inh	POLB inh	12-LOX inh	BLM helicase inh
O=C(Nc1ccc(N2CCCCC2)cc1)c1cccnc1Cl	7.3%	-0.1	-2.8%	?	8.9%	8.6%	6.0%	-28.6%	-6.1%
FC(F)(F)c1cccc(Cc2noc(CN3CCCC(CN4CCCC4)C3)n2)c1 (stereo not drawn)	5.6%	-0.3	0.5%	-22.2%	5.2%	38.4%[activator]	15.3%	5.6%	-1.0%
Cc1cc(F)c(F)cc1C(=O)N1CCCC1	-5.4%	0.2	-2.8%	-9.4%	-1.3%	35.3%[activator]	-25.4%	-1.8%	-13.0%
COc1ccc(CN2CCNC(=O)C2CC(=O)NCc2cccc(C)n2)c(OC)c1 (stereo not drawn)	-11.1%	0.2	1.8%	-10.0%	0.3%	95.2%[activator]	1.3%	0.9%	-0.9%
COc1ccc(CNC(=O)NC(C)(C)c2cccc(C(C)(C)NC(=O)NCc3ccc(OC)cc3)c2)cc1	-3.6%	0.9	nt	0.0%	3.4%	?	8.7%	3.1%	0.8%
CCOc1ccc(N(CC(=O)NC2CCCC2)C(=O)CCC(=O)Nc2ccccn2)cc1	-20.2%	-0.1	2.4%	-7.7%	0.9%	19.6%	9.7%	20.5%	0.8%
O=c1cc(-c2cccs2)oc2ccc(Cl)cc12	-0.7%	-0.5	6.6%	-9.5%	-2.8%	-1.0%	12.0%	-1.0%	-0.5%
Cc1ccc(N2CCN(C(=O)c3ccc4c(Cl)c5c(nc4c3)CCCC5)CC2)c(C)c1	8.5%	-0.2	0.0%	-4.4%	nt	29.5%	28.6%	-36.5%	-4.7%
O=C(CC(NC(=O)C(F)(F)F)c1ccccc1)Nc1nnc(CCc2ccccc2)s1 (stereo not drawn)	-21.4%	-0.3	-1.8%	8.2%	1.3%	55.9%[activator]	2.1%	-17.8%	0.3%
Cc1ccc(CN2CCC(n3nccc3NC(=O)c3ccc4c(c3)OCO4)CC2)o1	-5.0%	-0.3	-9.0%	-6.9%	20.3%	25.5%	35.9%	3.7%	-4.0%
Cc1ccc(NC(=O)COC(=O)Cn2cnc3c2c(=O)n(C)c(=O)n3C)cc1Cl	4.7%	-0.3	1.4%	-7.0%	1.5%	32.0%	9.2%	-5.2%	-7.9%
COc1ccc2sc(N(CCN(C)C)C(=O)c3ccc4ccccc4c3)nc2c1	4.0%	-0.7	-9.0%	-7.9%	52.5%[activator]	13.0%	11.4%	0.6%	-1.0%
O=C(NCc1ccccc1)c1cc(-c2ccco2)on1	-2.3%	0.8	12.0%	3.2%	-1.4%	-5.4%	12.6%	2.8%	-1.0%
O=C(CSc1nc2ccccc2nc1Cc1ccccc1)N1CCCCC1	-6.4%[60.1 µM]	-0.2	-7.8%	?	nt	17.3%	-23.8%	-8.8%	-7.2%
CC(C)(C)C(=O)N1CCN(c2c(Cl)cccc2[N+](=O)[O-])CC1	4.5%	-0.7	-10.2%	-5.2%	1.6%	11.0%	-21.8%	?	0.0%
COc1ccc(CNC(=O)CSc2nc(-c3ccccc3)cc(-c3cccs3)c2C#N)cc1	-9.8%	0.6	-14.7%	-13.5%	1.9%	6.4%	4.6%	-27.5%	-2.2%
CCOC(=O)CSc1nc2ccccc2n1CC(=O)N(C(C)C)C(C)C	-16.5%	0.0	-6.2%	-6.9%	-8.0%	8.4%[58.9 µM]	3.5%	-2.0%	0.5%
Cc1cc(OCC(=O)NC2CC(C)(C)NC(C)(C)C2)c2c(C)c(C)c(=O)oc2c1	-5.8%	0.6	4.6%	-3.6%	-2.4%	-0.8%	21.8%	0.0%&16.1%	41.6%[activator]
CSc1ccccc1NC(=O)c1cnc2scc(C)n2c1=O	-20.9%	-1.2	-7.6%	1.1%	-2.3%	-9.5%	2.6%	?	0.3%
CCCCn1c(SCC(=O)N2CCCCC2C)nc2cc(S(N)(=O)=O)ccc21 (stereo not drawn)	-6.6%	-0.3	-3.7%	-23.0%	0.9%	10.1%	1.1%	i	-2.8%
CN1CCN(CCOCCOc2c(Cl)cc(Cl)cc2Cl)CC1	1.5%	nt	14.3%	nt	nt	111.5%[activator]	nt	?	nt
CCOC(=O)c1ccc(NC(=O)C(C)N2C(=O)c3ccccc3C2=O)cc1 (stereo not drawn)	-1.2%	0.1	nt	-18.5%	-1.4%	25.4%	1.9%	7.0%	-0.6%
CCCCOc1ccc(/C=N/NC(=O)C2CCCNC2=O)cc1 (stereo not drawn)	-4.9%	-0.5	-4.4%	-0.8%	10.5%	170.6%[activator]	14.2%	176.5%[activator]	-1.1%
COc1ccc(OC)c(S(=O)(=O)N(C)CC(=O)N2CCCCC2)c1	-3.5%	0.1	-3.9%	-3.2%	15.4%	-13.3%	42.4%	118.2%[activator]	-7.5%
Cc1ccccc1N(CC(=O)NCC1CCCO1)C(=O)C1(C)CC(=O)N=C2C=CC=CN21 (stereo not drawn)	-1.6%	0.2	10.3%	-4.8%	-1.0%	-1.1%	1.0%	22.5%	0.5%
CCN(CC)C(=O)CSc1ncnc2c1nnn2-c1ccc(OC)cc1	1.3%	0.1	-0.7%	-6.0%	0.1%	3.2%	0.3%	nt	0.4%
O=C(COc1ccccc1C(=O)Nc1ccccc1)NCCc1ccccc1	-8.9%&-5.8%	0.6	-1.6%	-6.4%	?	98.5%&-0.9%[activator]	-28.4%	-3.9%	-3.8%
CC(C)(C)NC(=O)c1cc([N+](=O)[O-])ccc1N1CCCCC1	-18.0%	0.0	-3.0%	?	0.2%	16.5%	18.0%	14.7%	-1.7%
CN(Cc1ccco1)c1ncnc2ccc(-c3ccoc3)cc12	?	-0.6&0.1	nt	nt	-5.8%&22.9%&-5.4%	28.2µM*	nt	0.5%&-12.6%	-5.2%
COc1ccc(OC)c(N2C(=O)CC(C(C)c3ccccc3)C2=O)c1 (stereo not drawn)	8.4%	-0.4	3.7%	-17.7%	2.1%	12.1%	12.7%	2.3%	-0.4%
O=c1cc(O)c2c(=O)n(Cc3ccccc3)c3ccccc3c2o1	-8.0%	-2.8	-0.7%	-6.4%	-6.6%	?	25.1µM*	-26.7%	1.4%
Cc1ccc2nc(Cl)c3cc(C(=O)N4CCCCC4C)sc3c2c1 (stereo not drawn)	-1.3%	-0.9	-5.8%	-9.7%	nt	15.4%	74.8%	1.6%	-3.0%
COc1ccc([C@H]2CC(=O)C=C(c3ccc(Cl)c(C(F)(F)F)c3)C2)cc1OC	-12.1%	0.2	-1.7%	nt	-27.5%	11.3%	nt	0.9%	nt
COc1ccccc1CNC(=O)c1ccc(-c2ccccc2Cl)o1	3.8%	-1.6	3.1%	-5.4%	3.5%	-13.9%	-7.1%	?	-4.1%
CCOc1ccc(NC(=O)C2C3C=CC4(CN(C(C(=O)OC)C(C)C)C(=O)C24)O3)cc1 (stereo not drawn)	13.8%	-0.3	-14.5%	-4.6%	0.8%	-12.3%	2.3%	203.0%[activator]	5.1%
O=C(NC(=S)NC1CCCCC1)c1ccc(Cl)cc1	-13.2%	0.6	5.7%	-3.1%	-2.2%	47.5%[activator]	1.2%	2.82µM*	-15.3%
O=C1CN(S(=O)(=O)c2ccccc2)CC(=O)N1CCc1ccccc1	-12.6%	0.1	1.0%	-8.9%	-1.1%	3.0%	0.9%	-9.4%	-0.7%
Cc1ccc(C(C)C)c(OCCCn2c(=O)oc3ccccc32)c1	-19.0%	2.8	1.5%	5.0%	nt	12.9%	-2.4%	-3.7%	-6.6%
Cc1ccc(-c2noc(CCC(=O)N3CCCc4ccccc43)n2)cc1	-10.4%	0.0	2.5%	-16.4%	3.0%	1.8%	-0.4%	0.0%	-12.3%
CC(Sc1nc(-c2ccccc2)cc(C(F)(F)F)n1)C(=O)Nc1sc2c(c1C#N)CCC2 (stereo not drawn)	-11.1%	0.4	12.1%	?	-2.6%	?	36.1%	?	-9.4%
OC(Cc1ccnc2ccccc12)C(Cl)(Cl)Cl (stereo not drawn)	4.3%	nt	-1.0%	nt	nt	23.7%	nt	-12.0%	nt
COc1cc(NC(=O)CSc2nc(-c3cccs3)cc(C(F)(F)F)n2)cc(OC)c1OC	-14.3%	-0.5	3.1%	-13.0%	nt	-5.3%	-2.8%	0.0%	-17.8%
CC(=NN=C(C)c1ccc(O)cc1)c1ccc(O)cc1	-1.6%	nt	2.0%	nt	nt	-18.1%	nt	-6.8%	nt
CCN(CC)S(=O)(=O)c1cccc(-c2nnc(-c3ccc(C)cc3)o2)c1	-14.5%	-1.0	3.1%	-13.5%	0.9%	1.4%	-0.3%	0.0%	-0.1%
O=C(CSc1nc2ccccc2o1)NC1CCS(=O)(=O)C1 (stereo not drawn)	-3.3%	nt	7.0%	nt	0.0%	19.0%	nt	-29.1%	nt
COC(=O)C1CCN(C(=O)COC(=O)C2CCN(S(=O)(=O)c3ccc(C)c(C)c3)CC2)CC1	0.4%	-0.9	12.4%	nt	-15.1%	62.1%[activator]	nt	-4.1%	nt
O=C1CCc2cc(S(=O)(=O)Nc3ccc(F)cc3)ccc2N1	-16.6%	-0.3	12.6%	nt	1.6%	-8.8%	nt	0.9%	nt
O=C(Cn1ncc2c([nH]c3ccccc32)c1=O)NCC1CCN(Cc2ccc(F)cc2)CC1	2.2%&-8.9%	-0.2&0.4	-5.9%&0.7%	-4.1%&-8.9%	-5.4%	39.0%&19.4%[activator]	5.5%&17.4%	?	4.0%&2.3%
